# SDO1 yeast rescue = sdo1-depleted yeast growth rescue; S. cerevisiae sdo1-depleted JHY4D growth rescue, OD600 30 h; hits give high values; pdr5 snq2 efflux-pump mutant strain; z-score at 10 µM; 140,000 compounds, 0.21% hits;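 active = z-score above 3 at both the 24 hr and the 30 hr optical density reads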;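 note: z-score against mean and SD of all compound wells on the same plate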
# Insulin prom inh = TRM-6 insulin promoter activity inhibition. 130,000 compounds, 0.9% hits. inhibition, % at 2 µM. TRM-6 cells (human fetal islet line), insulin promoter-eGFP reporter, imaging; reporter expression induced with tamoxifen;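 active = inhibition above the mean plus 3 SD, with well images judged a real hit on visual review, cut at about 60% in these data, passing the limit was not always enough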
# SDO1 yeast rescue Rescue 24 h = recorded beside SDO1 yeast rescue, whose call it bears; z-score; S. cerevisiae sdo1-depleted JHY4D growth rescue, OD600; measured here: growth rescue at 24 h;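 0 is the plate mean of compound wells and units are plate SD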
# The depositor's hits bear a star; x = no result given; [ ] = remark or other dose.
SMILES,SDO1 yeast rescue,SDO1 yeast rescue Rescue 24 h,Insulin prom inh
CC1CCC/C(=N\Nc2ccc(Cl)c(C(=O)O)c2)C1 (stereo not given),1.3,0.62,7
COc1cc(OC)c(-c2cc(C(=O)O)ccc2OC)c(OC)c1,-0.03,-0.16,0
O=C(c1cccc(F)c1)N1CCc2ccccc2C1,-0.78,-1.5,15
Cc1ccc(NCc2ccc(O)c3ncccc23)cc1C,x,x,79*
O=C(CCN1C(=O)/C(=C/c2ccc(F)cc2)SC1=S)NNC(=O)c1cccnc1,-1,0.01,x
O=C(NC1CCCc2ccccc21)c1cn2ccccc2n1 (stereo not given),x,x,0
Cc1nc(NCCc2ccccc2)c2oc3ccccc3c2n1,-2.3,-1.1,69*
CCOC(=O)c1sc(N)nc1C(C)(C)C,-1,-0.28,x
O=C(Cc1ccc(F)cc1)NC1CCSC1=O (stereo not given),x,x,0
O=c1[nH]c2c(s1)C(c1ccccc1)C1C3CCC(C3)C1S2 (stereo not given),-1.5,-0.68,-6
CC(Nc1ncnc2nc[nH]c12)c1ccccc1 (stereo not given),0.81,0.14,-114
O=C1CC(c2ccccc2)c2ccc(O)cc2O1 (stereo not given),0.12,-0.05,20
O=C(CCC(=O)N(CC(=O)NC1CCCCC1)Cc1ccco1)Nc1nccs1,0.43,0.17,x
Cc1ccc(CS(=O)(=O)c2ccc(C(=O)N3CCCCC3)cc2[N+](=O)[O-])cc1,x,x,48
O=C(c1ccc(S(=O)(=O)Cc2cc(F)ccc2F)c([N+](=O)[O-])c1)N1CCCCC1,0.21,0.32,-11
O=C(c1ccc2c(=O)n(Cc3ccc4c(c3)OCO4)c(=S)[nH]c2c1)N1CCCCC1,-0.94,-0.18,x
CC(/C=N/NC(=O)c1cc(-c2cccnc2)nc2c1c(C)nn2-c1ccccc1)=C\c1ccccc1,-0.86,-0.67,x
COc1ccccc1Nc1nc(N)nc(CN(C)C2CCCCC2)n1,0.24,-0.34,-195
CCOC(=O)c1ccc(NC(=O)CN(c2ccc(C)cc2)S(=O)(=O)c2c(C)n[nH]c2C)cc1,1.4,0.94,x
Cc1ccccc1NC(=O)c1ccc(COc2ccc3c(C)cc(=O)oc3c2)cc1,1.2,2.4,-30
O=C(NC(=S)Nc1nc(-c2ccc(Br)cc2)cs1)c1cccnc1,1,1.3,x
COc1ccc(CSc2nnc(SCc3ccc([N+](=O)[O-])cc3)s2)cc1,-0.13,1.2,13
Cc1ccc(S(=O)(=O)N2CCN(C(=O)c3cc(=O)[nH]c4ccccc34)CC2)c(C)c1,0.99,0.65,13
COc1ccc(NC(=O)CNCCC2=CCCCC2)cc1,0.06,-0.91,12
O=C(NC1CC1)C1CCN(c2ccc(S(=O)(=O)N3CCOCC3)cc2Cl)CC1,-0.34,-0.27,-33

# Filtered by structure: those above with four or more nitrogen atoms (7)
SMILES,SDO1 yeast rescue,SDO1 yeast rescue Rescue 24 h,Insulin prom inh
O=C(CCN1C(=O)/C(=C/c2ccc(F)cc2)SC1=S)NNC(=O)c1cccnc1,-1,0.01,x
CC(Nc1ncnc2nc[nH]c12)c1ccccc1 (stereo not given),0.81,0.14,-114
O=C(CCC(=O)N(CC(=O)NC1CCCCC1)Cc1ccco1)Nc1nccs1,0.43,0.17,x
CC(/C=N/NC(=O)c1cc(-c2cccnc2)nc2c1c(C)nn2-c1ccccc1)=C\c1ccccc1,-0.86,-0.67,x
COc1ccccc1Nc1nc(N)nc(CN(C)C2CCCCC2)n1,0.24,-0.34,-195
CCOC(=O)c1ccc(NC(=O)CN(c2ccc(C)cc2)S(=O)(=O)c2c(C)n[nH]c2C)cc1,1.4,0.94,x
O=C(NC(=S)Nc1nc(-c2ccc(Br)cc2)cs1)c1cccnc1,1,1.3,x

# Continued.
SMILES,SDO1 yeast rescue,SDO1 yeast rescue Rescue 24 h,Insulin prom inh
O=C(C1CCN(Cc2ccc(F)cc2)CC1)N(CCO)Cc1ccccc1,0,-0.55,-8
Cc1ccc(-c2c(C#N)c(N)nc3c2CCCCCC3)o1,-0.41,-0.31,12
Cc1ccccc1Cn1cc(NC(=O)c2nn(C)cc2Cl)cn1,-0.67,-0.74,x
CCC(=O)n1nc(-c2cccnc2)nc1NCc1ccc(OC)cc1,0.55,0.59,33
CSc1ccc(Cl)c(C(=O)NCc2ccco2)c1,0.45,-0.01,-26
CC1(C)Cc2c(c(=S)nc(-c3ccccc3)n2CCOCCO)CO1,-0.18,-1.1,-31
CCOC(=O)N1CCC(=C2c3ccc(Cl)cc3CCc3cccnc32)CC1,-2.1,-1.3,38
N#Cc1nc(Cc2cccc3ccccc23)oc1NCCN1CCCCC1,-1.7,-1.9,x
CCN(Cc1ccccc1)C(=O)c1nn(-c2ccc(OC)cc2)c(=O)c2c1c1ccccc1n2C,x,x,-20
O=C(N/N=C/c1ccc(OC(=O)c2ccccc2)cc1)c1ccc(CN2CCOCC2)cc1,-0.78,-0.15,5
O=C(CN1CCC(C(O)(c2ccccc2)c2ccccc2)CC1)Nc1ccccc1,-1.8,-1.6,x
CCOC(=O)NC(=O)/C(C=Nc1ccc(Cl)c(Cl)c1Cl)=C(\C)O,0.19,0.31,-64
O=C(CNC(=O)C(c1ccccc1)c1ccccc1)N/N=C/c1ccc(O)c([N+](=O)[O-])c1,-0.3,-0.53,32
O=C(COC(=O)c1cncc(Br)c1)Nc1ccc2c(c1)OCO2,x,x,-91
Cc1nc(-c2ccccc2)cn(O)c1=O,x,x,5
O=C(NC(NC(=S)N1CCOCC1)C(Cl)(Cl)Cl)c1ccc(Cl)cc1 (stereo not given),0.56,0.04,x
O=[N+]([O-])c1ccccc1N/N=C\c1ccccc1Cl,0.32,0.81,x
COc1ccc(OC)c(/C=N/NC(=O)c2cc[n+](CC(=O)c3ccccc3)cc2)c1,-0.34,-0.31,29
COc1ccc(-n2cc(CNCCc3ncc(C)[nH]3)c(-c3ccccc3Cl)n2)cc1,x,x,-60
COc1cc(/C=C/C(=O)Nc2ccc(N3CCCCC3)c(S(=O)(=O)Nc3ccccc3Cl)c2)cc(OC)c1OC,0.21,2.8,-18
Clc1cccc(Nc2nc(-c3cccnc3)cs2)c1,x,x,33
CC1(C)CC(=O)C2(CC3=C(CC(C)(C)CC3=O)O2)C(=O)C1,1.6,1.5,x
COc1ccc(/C=C/C(=O)OCC(=O)N2CC(=O)Nc3ccccc32)cc1,0.31,-0.52,-3
O=C(OCc1nnc(-c2ccc(Cl)cc2)o1)c1ccc(O)cc1,x,x,-61
C=CCOC(=O)C1=C(C)NC(=S)NC1c1cccs1 (stereo not given),0.37,0.46,x

# Three entries already listed, sorted by their value in Insulin prom inh, descending:
SMILES,SDO1 yeast rescue,SDO1 yeast rescue Rescue 24 h,Insulin prom inh
Cc1ccc(S(=O)(=O)N2CCN(C(=O)c3cc(=O)[nH]c4ccccc34)CC2)c(C)c1,0.99,0.65,13
O=c1[nH]c2c(s1)C(c1ccccc1)C1C3CCC(C3)C1S2 (stereo not given),-1.5,-0.68,-6
COc1ccccc1Nc1nc(N)nc(CN(C)C2CCCCC2)n1,0.24,-0.34,-195

# Molecules shown so far with a cyano group:
SMILES,SDO1 yeast rescue,SDO1 yeast rescue Rescue 24 h,Insulin prom inh
Cc1ccc(-c2c(C#N)c(N)nc3c2CCCCCC3)o1,-0.41,-0.31,12
N#Cc1nc(Cc2cccc3ccccc23)oc1NCCN1CCCCC1,-1.7,-1.9,x

# The results go on:
SMILES,SDO1 yeast rescue,SDO1 yeast rescue Rescue 24 h,Insulin prom inh
O=c1c2ccccc2nc2n1C(CSc1ccc(F)cc1)CN2 (stereo not given),0.16,-0.33,-2
Cc1cc(NC(=O)c2ccc3c(c2)C(=O)N(C)C3=O)no1,0.21,0.19,7
O=C(NCc1ccco1)C(c1ccccc1)N(C(=O)Cc1cccs1)c1ccccc1F (stereo not given),0.34,0.88,-63
C/C(=N\Nc1nc2ccccc2s1)c1ccc2c(c1)OCO2,-0.91,-1.3,29
Cc1ccccc1C(=O)Nc1cccc(NC(=O)Cn2cnc3c(=O)n(C)c(=O)n(C)c32)c1,1.4,0.59,40
O=C(CCc1nc2ccccc2c(=O)[nH]1)OCC(=O)N1CCN(S(=O)(=O)c2ccccc2)CC1,0.5,-0.15,-79
c1ccc2[nH]c(CN3CCCCCC3)nc2c1,1,1.5,-7
O=C(Nc1ccc2c(c1)CCC2)c1ccc(F)cc1,-0.03,-0.47,x
O=C(COc1ccccc1Cl)c1ccc2c(c1)CCCC2,-0.91,-0.88,-62
O=C(C(Cc1ccc(Cl)cc1)NS(=O)(=O)c1ccccc1)N1CC[C@@]2(O)CCCC[C@H]2C1 (stereo not given in full),0.47,0.2,-24
CCCCn1nnc(NC(=S)NC(=O)c2ccc(-c3cccc(Cl)c3Cl)o2)n1,-0.06,0.3,x
CCOC(=O)c1cccc(N2C(=O)C3C(C2=O)C2C=CC3C23CC3)c1 (stereo not given),0.08,0,-19
CCC(=O)N(Cc1cc2cc(OC)ccc2[nH]c1=O)c1cccc(C)c1,0.43,0.47,-18
CC1N(O)C(c2ccc(Cl)cc2Cl)N(O)C1(C)C (stereo not given),-0.04[14.3 µM],-0.11,-78
CCC(=O)NC(C)C(c1cccs1)N1CCN(c2ccccc2)CC1 (stereo not given),2.2,2.8,0
Nc1nc(Nc2ccc(Cl)cc2)nc2ccccc12,-1.6,-0.89,65
Cc1cc(NC(=O)CSc2nnc(C3COc4ccccc4O3)o2)no1 (stereo not given),-0.78,-1.2,-40
CC1CCCN(C(=O)c2ccncc2)C1 (stereo not given),0.86,0.95,24
Cc1nonc1C(=O)N/N=C/c1ccc(O)cc1O,x,x,19
COc1cccc(C(=O)Nc2ncc3c(n2)CC(C)CC3=O)c1 (stereo not given),-0.29,-0.16,-58
CCC1(CC)C(=O)NC(=O)NC1=NCCc1c[nH]c2ccccc12,-0.36,-0.97,-177
Cc1ccc(N=C2S/C(=C\c3cn(CC(=O)O)c4ccccc34)C(=O)N2C)cc1,0.3,-1.1,x
COc1ccccc1-n1cnnc1SCC(=O)N1CCN(C(=O)c2ccco2)CC1,x,x,27
O=c1[nH]cnc2cc(-c3ccccc3)sc12,-0.78,-0.62,-36
Cc1ccc(S(=O)(=O)Nc2nc(N)n(-c3ccccc3)n2)cc1,x,x,13

# Further records.
SMILES,SDO1 yeast rescue,SDO1 yeast rescue Rescue 24 h,Insulin prom inh
CCSC1=NCCN1S(=O)(=O)c1ccc2ccccc2c1,x,x,31
c1ccc2[nH]c(CSc3nc4ccccc4s3)nc2c1,-1.1,-1.3,-11
Fc1ccccc1N1CCN(c2nc(-c3cccs3)nc3ccccc23)CC1,x,x,33
Cc1ccccc1-n1sc2cc(F)ccc2c1=O,x,x,-124
Cc1cc(NC(=O)CSc2nnc(-c3ccoc3C)n2N)no1,1.1,1.6,x
CCCCN(C(=O)CCC(=O)O)C1CC(=O)N(c2ccc(OCCC)cc2)C1=O (stereo not given),0.46,-0.51,-6
CCN(CCNC(=O)C1CCCN(S(=O)(=O)CC)C1)c1ccccc1 (stereo not given),-0.4,-0.96,-68
COc1cc(C(=O)OC(C)CN2CCN(C)CC2)cc(OC)c1OC (stereo not given),0.19,0.3,x
O=S(=O)(Cc1ccc(Cl)cc1)CC(O)COCc1ccccc1 (stereo not given),0.39,1.9,-307
O=C1NC(c2cccs2)Nc2sc3c(c21)CCCC3 (stereo not given),0.24,0.65,16
CC(C)CNC(=O)C1CCCN1S(=O)(=O)c1ccc(Cl)cc1 (stereo not given),-1.1,-0.8,-6
O=C(OC1CCOC1=O)c1ccc2ncsc2c1 (stereo not given),0.11,-0.2,46
O=C(c1ccc(Cl)c(S(=O)(=O)Nc2ccccc2C(=O)N2CCc3ccccc3C2)c1)N1CCc2ccccc2C1,1.2,0.99,-7
COc1ccccc1S(=O)(=O)CC(O)COc1ccc(C#N)cc1 (stereo not given),x,x,-53
O=C(CCC1CCCCC1)Nc1ccccc1-c1ccccc1,-1.8,-1.7,16
CC(=O)Nc1ccc(C(=O)OCc2ccc(Cl)c(Cl)c2)cc1,-0.36,-0.12,44
COc1ccccc1NC(=O)CN1C(=O)NC(C)(C)C1=O,-0.73,-0.42,42
CCc1ccc(CCC(=O)Nc2ccc(OC)cc2)o1,1.2,0.9,-325
CC12CCC(C(=O)N(CCC#N)CCC#N)(CC1=O)C2(C)C (stereo not given),-0.24,-0.53,14
Cc1cccc(N(CC(=O)NC2CCCCC2)C(=O)CCCC(=O)Nc2ccccn2)c1,1.8,1.4,60
COC(=O)c1ccc(CSc2ncnc3c2nnn3-c2ccc(OC)cc2)o1,0.73,1.1,-22
CCCCNC(=O)c1cccc(NC(=O)C(=O)c2ccccc2NC(C)=O)c1,2.4,1.6,53
Cc1cc(OCC(=O)c2ccc(Br)cc2)ccc1N1C(=O)CCC1=O,-0.58,0.92,0
O=C(CNC(=O)c1ccc(-c2ccccc2)cc1)OCc1ccc(Cl)cc1,-0.47,0.5,-22
CC(Oc1ccccc1)C(=O)Nc1ccccc1O (stereo not given),0.97,2.3,-17

# (more compounds)
SMILES,SDO1 yeast rescue,SDO1 yeast rescue Rescue 24 h,Insulin prom inh
O=C(Nc1ccc2c(c1)OCO2)C1CCCN1C(=O)NCc1ccccc1 (stereo not given),0.17,0.01,x
N#CCCN(Cc1cccnc1)S(=O)(=O)c1ccc(S(=O)(=O)N2CCCCCC2)cc1,-0.3,0.32,x
CN1C(=O)/C(=C/c2cc(N=Nc3ccccc3)ccc2O)SC1=S,-0.02,3.1,x
COCCCN1C(=O)c2ccc(C(=O)Nc3ccccc3OC)cc2C1=O,1.4,1.6,-10
O=C(CSc1ncn(-c2ccccc2)n1)Nc1ccc2c(c1)OCO2,-0.69,-0.92,x
Cc1c(Cl)c(-c2n[nH]c(=S)n2Cc2ccco2)nn1C,0.36,0.03,-8
CSc1nc(-c2ccccc2)nn1S(=O)(=O)c1ccccc1,-0.92,-1.1,31
CN(C)/C=C/C(=O)c1ccc(-n2cccc2)cc1,x,x,7

# High-throughput results as filed in PubChem BioAssay.

# This is a subset; the hit share may differ from the screen's.
